IDE cell activ = activators of human insulin-degrading enzyme in cells; AID 493087; P14735; hit rate 0.073% among 340,000; activation, % at 5.96 µM; HEK cells, FAbeta-B cleavage, fluorescence polarization; 0% vehicle, 100% cell-free pure enzyme wells;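 active = activation above the mean of all tested compounds plus 3 SD, set per screening campaign, cut at about 17% in these data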
p-CIP stab down = p/CIP protein destabilization; decrease of EGFP signal, % at 10 µM; Q05BA5; AID 1984; hit rate 0.01% among 290,000; F442A p/CIP-EGFP cells, EGFP fluorescence, 16 h;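 active = EGFP signal decrease of at least 30% at 10 µM or well 3 SD below plate mean, unless failing retest; inactive = the rest, including hits failing retest or dose response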; also: some compounds called inactive have numbers as strong as hits; many of its hits are not listed in these tables
NS3 helicase inh = blocks Hepatitis C virus NS3 helicase unwinding; hit rate 0.56% among 290,000; inhibition, % at 10.9 µM; NS3 helicase DNA unwinding, Cy5 molecular beacon fluorescence;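 active = inhibition above the mean of all tested compounds plus 3 SD, set per campaign, cut at about 35% in these data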;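 also: 0% = DMSO wells and 100% = thioflavine S control wells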
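Assay system – hepatitis C virus NS3 helicase domain fragment enzyme · Buffer or medium – MOPS pH 6.5, MgCl2, DTT, Tween20, BSA · Reagent – Cy5/quencher beacon DNA duplex and ATP to start · Compound – single 10.9 µM dose · Timing – 1 h at 25 °C · Technique – Cy5 beacon fluorescence read at start and 1 h · Measure – % inhibition of unwinding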
VIM-2 inh = blocks Pseudomonas aeruginosa VIM-2 metallo-beta-lactamase | purified VIM-2, nitrocefin hydrolysis, epi-absorbance fluorescence | hit rate 0.89% among 290,000 | AID 1527 | inhibition, % at 5.6 µM;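 active = inhibition above the mean of all tested compounds plus 3 SD, cutoff set per screening run, cut at about 7.5% in these data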;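 also: red hydrolysis product quenches plate fluorescence so inhibitors raise well fluorescence; 0% = enzyme with DMSO and 100% = DMSO without enzyme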
IMP-1 inh = blocks Pseudomonas aeruginosa IMP-1 metallo-beta-lactamase | purified IMP-1, nitrocefin hydrolysis, epi-absorbance fluorescence | inhibition, % at 5.6 µM | hit rate 0.45% among 290,000;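 active = inhibition above the mean plus 3 SD of all compounds in the same screening run, cut at about 4.5% in these data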;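 also: 0% = IMP-1 with DMSO and 100% = DMSO wells lacking enzyme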
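System – purified recombinant IMP-1 beta-lactamase · Input – IMP-1 dispensed at 0.2 nM · Timing – 15 min preincubation plus 25 min reaction at 25 °C · Signal – Epi-absorbance fluorescence, 480 nm excitation, 530 nm emission · Measure – percent IMP-1 inhibition derived from blank-referenced optical density · Controls – Enzyme-plus-DMSO low control, enzyme-free DMSO high control · Replication – singlicate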
DNA FID counter = displaces DNA intercalator in HCV helicase counter-screen | AID 1845 | DNA fluorescent intercalator displacement, fluorescence | inhibition, % at 7.9 µM | hit rate 0.17% among 290,000; in the data active = inhibition above about 37%;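 also: 0% = vehicle and 100% = reference compound; higher means more ethidium bromide displaced from hairpin DNA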
UBC9 SUMO inh = SUMOylation inhibition; P63279; HTRF SUMOylation assay, SAE1/SAE2 + UBC9, in vitro; inhibition, % at 35 µM; hit rate 0.36% among 290,000; in the data active = inhibition above about 50%, passing the limit was not always enough; also: strong numbers were not always called active
Target sequence (P63279 whole entry, looked up): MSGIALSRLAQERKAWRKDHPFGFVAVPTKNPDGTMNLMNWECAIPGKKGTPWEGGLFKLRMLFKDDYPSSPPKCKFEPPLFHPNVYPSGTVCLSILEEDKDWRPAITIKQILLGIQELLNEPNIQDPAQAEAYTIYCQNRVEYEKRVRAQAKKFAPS
MEKK3 PB1 HTS = raises or lowers MEK5 binding to the human MEKK3 PB1 domain. bead-based flow cytometry, Alexa488-MEK5 binding to MEKK3; actives lie on both sides; 0 = blocked by unlabeled MEK5, 100 = vehicle. binding response (% of control), % at 10 µM. hit rate 1.4% among 290,000;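 active = binding response more than 3 SD above or below the average of its plate-row segment, actives on both sides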;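 also: Alexa488 bead fluorescence after subtracting the streptavidin-only scavenger bead signal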
Target sequence (Q99759 whole entry, looked up, the tested form may be a part): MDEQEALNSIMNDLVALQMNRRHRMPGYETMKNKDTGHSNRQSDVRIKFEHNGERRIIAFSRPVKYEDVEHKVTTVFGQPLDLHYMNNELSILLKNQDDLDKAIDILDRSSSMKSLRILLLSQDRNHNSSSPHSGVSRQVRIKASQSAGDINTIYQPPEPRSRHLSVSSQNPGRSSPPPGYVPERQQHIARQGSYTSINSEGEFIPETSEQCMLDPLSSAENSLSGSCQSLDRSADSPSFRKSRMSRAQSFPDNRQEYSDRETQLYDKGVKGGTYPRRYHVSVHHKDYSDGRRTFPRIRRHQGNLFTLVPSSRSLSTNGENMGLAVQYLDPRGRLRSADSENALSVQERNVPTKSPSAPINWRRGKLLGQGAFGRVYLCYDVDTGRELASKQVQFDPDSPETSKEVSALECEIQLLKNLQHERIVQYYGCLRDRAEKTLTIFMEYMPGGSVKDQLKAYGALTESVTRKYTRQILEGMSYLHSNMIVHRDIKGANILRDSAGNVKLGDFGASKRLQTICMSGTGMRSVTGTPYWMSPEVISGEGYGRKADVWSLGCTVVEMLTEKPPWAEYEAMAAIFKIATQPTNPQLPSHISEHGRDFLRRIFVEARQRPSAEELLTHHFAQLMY
PHOSPHO1 inh = inhibitors of human PHOSPHO1 phosphatase; Q8TCT1; recombinant PHOSPHO1, absorbance phosphatase assay; inhibition, % at 13.3 µM; hit rate 1.1% among 290,000; AID 1565; in the data active = inhibition above about 60%
Target sequence (Q8TCT1 whole entry, looked up): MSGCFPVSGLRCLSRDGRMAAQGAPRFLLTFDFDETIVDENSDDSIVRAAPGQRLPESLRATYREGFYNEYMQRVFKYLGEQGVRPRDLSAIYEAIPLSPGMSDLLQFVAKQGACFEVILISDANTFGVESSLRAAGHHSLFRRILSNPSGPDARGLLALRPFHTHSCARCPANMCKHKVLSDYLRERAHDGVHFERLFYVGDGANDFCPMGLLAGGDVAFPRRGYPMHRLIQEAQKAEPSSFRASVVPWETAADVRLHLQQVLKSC
An asterisk follows results filed as active; x = not tested or not shown. Not all compounds are listed. The share of hits here may be higher or lower than overall.

Order of values: PHOSPHO1 inh	NS3 helicase inh	MEKK3 PB1 HTS	IDE cell activ	DNA FID counter	IMP-1 inh	UBC9 SUMO inh	p-CIP stab down	VIM-2 inh
Cc1csc(=Nc2cccnc2)n1Cc1ccco1
→ 12	6	107	0	-6	-2.3	39	9	-3.0
COc1c(/C=N/Nc2ccc([N+](=O)[O-])cc2[N+](=O)[O-])c(C)nn1-c1ccccc1
→ 36	8	107	6	0	0.2	2	-3	-3.2
Cn1c(C(=O)Nc2ccc3c(c2)OCO3)cc2c(=O)n(C)c3ccccc3c21
→ -11	-4	102	1	1	-2.5	5	3	-0.3
CCOC(=O)N1CCN(C(=O)c2cc(-n3cnnc3)ccc2Cl)CC1
→ -23	3	104	7	-1	-2.4	28	-1	-1.6
O=C(O)c1cccnc1SCc1cn2cc(Br)ccc2n1
→ 17	-17	99	1	-3	-2.0	9	-3	0.6
CNC(=O)c1cc(Nc2nnc(-c3ccc(O)cc3)c3ccccc23)ccc1OC
→ 34	-11	98	0	-21	-1.9	7	-4	6.6
CCn1c(Cc2ccccc2)nnc1SCc1cccc(C(=O)O)c1
→ -7	1	102	-1	-14	-1.3	-3	-4	-3.0
CN1CCN(CC(=O)Nc2ccccc2Oc2ccccc2)CC1
→ 12	4	85	10	4	-1.0	17	-7	-1.2
Cc1ccc(N2C(=O)SC(Cc3ccccc3)C2=O)cc1 (stereo not given)
→ 12	0	110	0	-13	-2.2	11	-5	-2.8
O=C(N/N=C/c1ccc(N2CCOCC2)cc1)C1COc2ccccc2O1 (stereo not given)
→ 40	7	74	-1	-8	-2.4	14	-1	-0.6
COC(=O)c1sc2nc(SCc3ccccc3C#N)n(N)c(=O)c2c1C
→ -19	-6	94	-5	3	-0.2	-2	11	-4.7
COc1cccc(NC(=O)C2CC(=O)N(Cc3ccc(C)cc3)C2)c1 (stereo not given)
→ 33	23	99	4	-32	-1.2	11	-1	-1.4
O=C(COC(=O)Cn1c(C(F)(F)F)nc2ccccc21)Nc1ccc2c(c1)OCCO2
→ 28	-1	98	0	-2	-2.8	0	2	-6.0
N#C/C(=C\c1cccnc1)C(=O)NC1CCCCC1
→ -7	-8	104	-3	-1	-3.7	7	-14	-0.7
CCCC(=O)N1CCN(c2ccc(NC(=O)c3cccs3)cc2)CC1
→ -10	-1	63	-4	-13	0.2	-4	13	0.2
CCc1cc(=O)oc2cc(OC(=O)c3ccco3)ccc12
→ 41	2	104	1	-13	1.0	24	-2	1.7
O=C(CCC(=O)N1CCOc2ccc(Cl)cc21)NCCN1CCOCC1
→ 23	-7	98	7	-5	-2.5	10	8	-2.6
COc1ccc(NC(=O)CCS(=O)(=O)c2cccc3nonc23)cc1
→ 24	6	87	8	0	-1.5	5	0	-0.7
O=c1[nH]c2ccc(S(=O)(=O)Nc3ccc(Cl)cc3)cc2o1
→ 32	-4	103	-3	0	-2.3	14	0	-2.3
O=C(Nc1cccnc1)c1cccc(NC(=O)c2ccco2)c1
→ -4	-17	104	1	-1	-1.8	6	-13	-3.3
Cc1ccc2nc(N(CCCN(C)C)C(=O)CCc3ccccc3)sc2c1
→ -9	-70	139*	2	14	-0.6	-3	-17	-2.3
O=C(CCNC(=O)c1ccc(Br)o1)NCc1ccccc1Cl
→ 6	5	104	3	-6	-4.4	-2	-3	-2.6
CCC(C)C(=O)Nc1nc(-c2ccc3c(c2)NC(=O)CO3)cs1 (stereo not given)
→ 37	-8	105	3	-16	-1.8	14	-23	-3.5
Cn1cccc1CC(=O)N/N=C\c1ccccc1
→ 36	3	86	x	1	-2.7	7	2	-2.5
CCn1c(=O)c(C(=O)CN2CCCc3ccccc32)c(N)n(Cc2ccccc2)c1=O
→ -3	-15	92	-4	-1	-3.2	13	3	-1.9
Clc1ccc2c(N/N=C/c3ccc(Br)cc3)ccnc2c1
→ -14	-13	90	-15	5	-3.1	-15	-11	-2.0
COC(=O)C(C(=O)Nc1ccc(OC)cc1)C1CCCCCC1 (stereo not given)
→ -7	5	102	-6	-26	-5.3	25	5	-2.5
CCOC(=O)c1nn(-c2ccc(Cl)cc2)cc1O
→ 28	-1	99	-4	-4	-1.5	17	2	-1.6
COc1ccc(CN(C(=O)Cn2nnc(-c3ccc(C)o3)n2)C(C(=O)NCC2CCCO2)c2ccco2)cc1 (stereo not given)
→ -3	-1	88	-1	-32	-0.4	-8	8	-2.2
O=C(O)c1[nH]c2ccc([N+](=O)[O-])cc2c1-c1ccccc1
→ 33	5	94	4	-9	1.2	14	-8	6.4
c1ccc(OCc2nn3c(-c4ccncc4)nnc3s2)cc1
→ 21	4	101	1	-9	-2.3	6	-9	2.4
COc1ccccc1C(=O)NNC(=O)C1CCN(C(=O)OC(C)(C)C)CC1
→ 12	9	102	-1	-29	-2.3	5	2	-2.4
COc1ccc(CC(=O)NCc2nnc(SCC(=O)Nc3ccccc3)n2C)cc1
→ 37	0	103	6	-9	-2.7	1	-5	-1.8
CCOC(=O)C1(Cc2ccccc2)CCCN(C(=O)C=C(C)C)C1 (stereo not given)
→ 45	-6	103	1	-27	-0.7	9	-2	-1.6
CCC(=Nc1ccccc1)C1=C(O)CC(C)(C)CC1=O
→ 7	5	106	x	-1	-1.7	-6	4	-1.3
N#CCCn1cc(/C=C/C(=O)O)c(-c2ccc(F)cc2)n1
→ 32	0	94	2	-10	-3.7	9	-1	-0.9
COc1ccc(-c2n(CC(=O)OC3CC(C)CCC3C(C)C)c3ccccc3[n+]2C)cc1 (stereo not given)
→ 49	-73	109	4	36	-3.0	10	-34	-2.8
CCN1CCN(c2cc(=O)n(-c3cc(Cl)ccc3C)c(=O)[nH]2)CC1
→ -8	3	98	2	0	-0.9	-11	-15	0.5
CC(C)c1ccc(NS(=O)(=O)c2ccc(-n3cccn3)cc2)cc1
→ 10	-26	97	0	-18	-3.7	7	-13	-2.7
COC(=O)C1=C(C(=O)OC)[C@@H]2N(C)c3ccc(OC)cc3[C@@]23C[C@@H](C(=O)OC)N(S(=O)(=O)c2ccc(OC)cc2)C3=N1
→ 22	x	91	-3	x	x	-22	-2	x
O=C(C1CCCO1)N1CCN(S(=O)(=O)c2ccc(Cl)cc2)CC1 (stereo not given)
→ 41	-2	103	9	-13	-3.5	8	6	-3.8
CCOc1nc(Nc2ccc(Cl)cc2)nc(OCC)n1
→ 8	-4	103	3	-14	-3.8	-4	2	-3.6
Cc1ccc(Cl)cc1N(CC(=O)N1CCOCC1)S(C)(=O)=O
→ 18	-9	105	3	-4	-1.8	1	-6	-2.0
CC(C)(CO)NS(=O)(=O)c1ccc2c(c1)C(=NO)c1cc(S(=O)(=O)NC(C)(C)CO)ccc1-2
→ 8	1	101	-1	-7	-4.5	9	4	-4.0
CC(=O)c1c(C)[nH]c(C(=O)NCCC2=CCCCC2)c1C
→ 16	6	98	1	-17	-0.7	13	-13	-0.4
COc1ccccc1C(=O)Nc1ccnn1C1CCN(Cc2cnn(C)c2)CC1
→ 38	10	85	3	2	-1.8	-4	9	-0.6
COc1ccc(NC(=O)CCc2nnc3ccc(NCc4ccco4)nn23)cc1OC
→ 33	2	100	4	-32	-3.8	4	-5	-2.1
COc1ccc(N(C(C)C(=O)NN=C2CCCC2)S(C)(=O)=O)cc1 (stereo not given)
→ 48	-10	98	2	-12	-2.7	-11	-6	-3.2
CCCc1nnc2n1N=C(c1ccc(-c3cc(Cl)ccc3Cl)o1)CS2
→ 0	1	95	x	12	-1.6	22	-8	-0.8
Cc1ccc(NC(=O)c2cn(-c3cccc(C)n3)cn2)cc1
→ 28	2	105	2	-3	-0.2	-7	-5	-0.7
O=C(c1ccc2c(c1)N(Cc1ccc(F)cc1)C(=O)c1ccccc1S2(=O)=O)N1CCN(c2ccccn2)CC1
→ -5	-1	89	-5	-13	-1.8	-28	5	-2.4
C=CCNc1ncnc2c1[nH]c1ccc(C)cc12
→ 6	-2	104	-18	17	-1.1	3	0	3.1
CCCCN(CC)c1nc(N)c(C#N)c(CC#N)c1C#N
→ 17	-4	119	-3	-19	-3.8	2	-12	-4.9
COc1cc(CNCc2ccccc2C(F)(F)F)cc(OC)c1
→ -14	4	78	3	24	-0.9	-9	-24	2.0
COc1ccc(-n2c(COc3ccccc3)nnc2SCC(N)=O)cc1
→ 72*	-4	106	0	-21	-5.0	6	-5	-3.0
Cn1c(SCC(=O)c2cc(Cl)c(Cl)s2)nnc1-c1ccco1
→ 10	26	100	x	-25	-0.4	23	13	-1.4
O=C(N/C(=C\c1cccc(Br)c1)C(=O)N1CCCCC1)c1ccco1
→ -4	-8	102	3	-41	-2.0	12	-10	0.0
Cc1ccc(S(=O)(=O)Cn2nnnc2CN2CCCC3(CCCCC3)C2)cc1
→ 0	-20	108	3	-23	-3.5	-20	-8	-1.6
Nc1c(C(=O)NCc2ccc3c(c2)OCO3)nnn1Cc1ccc(Br)cc1
→ 27	-4	107	11	-9	-2.8	3	-1	-3.1
O=C(O)CC(CNC(=O)C1CCCN1C(=O)OCc1ccccc1)c1ccccc1 (stereo not given)
→ 32	-3	96	4	-26	-2.9	-1	-16	-3.5

(more compounds)
Order of values: PHOSPHO1 inh	NS3 helicase inh	MEKK3 PB1 HTS	IDE cell activ	DNA FID counter	IMP-1 inh	UBC9 SUMO inh	p-CIP stab down	VIM-2 inh
Cc1c(C(=O)NCc2cccs2)oc2ccc(S(=O)(=O)N3CCOCC3)cc12
→ -37	-2	105	3	-10	-0.6	-1	-5	-1.2
CC1=NN(c2ccc(S(=O)(=O)O)cc2C)C(=O)C1
→ 33	2	88	0	3	-0.5	84*	6	4.0
COc1ccc(-c2nn3c(=O)c(C)nnc3s2)cc1
→ 39	2	105	5	-4	0.9	14	-9	-2.6
CC(C)CN1CCC(=O)N(CCSc2ccccc2)CC1
→ 26	14	103	1	-6	-2.9	3	-2	-2.4
O=C(c1ccccc1)C1CCN(c2ncccc2[N+](=O)[O-])CC1
→ 3	-9	100	2	-4	-0.9	18	-9	-0.6
O=C(CCNC(=O)c1ccccc1Cl)NCC12CC3CC(CC(C3)C1)C2
→ -7	-3	99	4	-4	-4.7	-11	-12	-3.1
CN(C(=O)CSc1nnc2ccccn12)c1c(N)n(Cc2ccccc2)c(=O)[nH]c1=O
→ -80	-4	103	7	-5	-1.5	12	-9	-4.3
N#Cc1c(NC(=O)CSc2nc3c(c(C(F)(F)F)n2)CCc2ccccc2-3)sc2c1CCCC2
→ 29	-2	93	-3	2	-3.0	0	-11	-0.1
COc1ccc(CNC(=O)C2CCN(S(=O)(=O)c3cccc4cccnc34)CC2)cc1
→ -11	-6	112	-3	-15	-1.1	-6	3	-2.9

3 of the entries above in order of their number in UBC9 SUMO inh, largest number first.
Molecule | PHOSPHO1 inh | NS3 helicase inh | MEKK3 PB1 HTS | IDE cell activ | IMP-1 inh | UBC9 SUMO inh | p-CIP stab down | VIM-2 inh
CCC(C)C(=O)Nc1nc(-c2ccc3c(c2)NC(=O)CO3)cs1 (stereo not given) | 37 | -8 | 105 | 3 | -1.8 | 14 | -23 | -3.5
COc1cccc(NC(=O)C2CC(=O)N(Cc3ccc(C)cc3)C2)c1 (stereo not given) | 33 | 23 | 99 | 4 | -1.2 | 11 | -1 | -1.4
CCOC(=O)C1(Cc2ccccc2)CCCN(C(=O)C=C(C)C)C1 (stereo not given) | 45 | -6 | 103 | 1 | -0.7 | 9 | -2 | -1.6
